Compound activity: PubChem BioAssay, National Center for Advancing Translational Sciences (NCATS)
IL-2 act = activators of IL-2 | IL-2 activation reporter assay, cell-based qHTS; stimulated with anti-CD3/CD4/CD28 beads; in transgenic mouse T cells | activation, % (series mostly up to about 46 µM) | hit rate 0.065% among 360,000 | AID 652025; in the data active = activation above about 50%; inconclusive = mostly about 30% to 49%; also: 0% is about no effect
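Unstimulated transgenic mouse T cells preincubated 60 min with compound, then stimulated with anti-CD3/anti-CD4-coated beads plus anti-CD28 for 18 h at 37 degrees C. IL-2 response read as EGFP and DsRed fluorescence by plate cytometry.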
S2 tox = cell viability loss in ATXN counter-screen | Potency, µM (titrated, usually from 56.7 µM), most hits filed as cytotoxic | S2 cells (HEK-293 line with an ATXN2-luciferase reporter) viability, CellTiter-Fluor protease fluorescence, 24 h | AID 651635 | hit rate 0.49% among 400,000; also: potency is read from the fitted curve at half-maximal effect; nearly all actives have a fitted effect of over 40% in size
EPAC2 agonist = activates human EPAC2 exchange factor; Q8WZA2; EPAC2 activation, biochemical qHTS; response scale: 100% = 6.5 mM cAMP response; Potency, µM (doses to about 154 µM), without a hit: at the highest dose activation, usual class: activators; hit rate 0.079% among 360,000; also: potency is read from the fitted curve at half-maximal effect; nearly all actives have a fitted effect of over 50% in size
Target sequence (Q8WZA2 whole entry, looked up): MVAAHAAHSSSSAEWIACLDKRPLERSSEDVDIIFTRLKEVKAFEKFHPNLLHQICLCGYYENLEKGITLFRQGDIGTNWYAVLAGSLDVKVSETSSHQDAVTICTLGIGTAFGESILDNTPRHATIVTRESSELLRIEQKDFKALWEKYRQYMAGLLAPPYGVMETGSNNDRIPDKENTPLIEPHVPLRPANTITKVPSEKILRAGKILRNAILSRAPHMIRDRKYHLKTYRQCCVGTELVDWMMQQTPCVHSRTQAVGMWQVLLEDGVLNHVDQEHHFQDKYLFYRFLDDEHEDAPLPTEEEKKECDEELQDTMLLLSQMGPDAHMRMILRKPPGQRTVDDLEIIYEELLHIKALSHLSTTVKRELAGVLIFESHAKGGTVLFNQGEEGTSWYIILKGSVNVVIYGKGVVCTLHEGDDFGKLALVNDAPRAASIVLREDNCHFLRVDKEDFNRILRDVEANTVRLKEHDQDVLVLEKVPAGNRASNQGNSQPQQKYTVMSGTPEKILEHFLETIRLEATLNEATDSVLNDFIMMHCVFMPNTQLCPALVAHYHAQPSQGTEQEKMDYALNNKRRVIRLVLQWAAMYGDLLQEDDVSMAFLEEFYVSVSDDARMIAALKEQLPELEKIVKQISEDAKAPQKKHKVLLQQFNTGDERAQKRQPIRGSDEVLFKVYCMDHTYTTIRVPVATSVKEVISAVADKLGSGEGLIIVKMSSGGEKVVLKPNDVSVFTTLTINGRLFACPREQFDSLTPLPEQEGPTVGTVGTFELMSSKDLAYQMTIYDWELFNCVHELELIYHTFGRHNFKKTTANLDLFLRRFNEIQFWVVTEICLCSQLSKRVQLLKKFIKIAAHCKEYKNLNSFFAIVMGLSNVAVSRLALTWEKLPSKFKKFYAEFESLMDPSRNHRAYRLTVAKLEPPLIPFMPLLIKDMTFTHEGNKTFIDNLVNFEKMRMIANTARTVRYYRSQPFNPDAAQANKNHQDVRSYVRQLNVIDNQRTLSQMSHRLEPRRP
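Fluorescence exchange assay: 100 nM EPAC2 with 250 nM RAP1B-BODIPY-GDP and 50 uM GDP; compounds tested as a concentration-titration series (qHTS). Loss of Rap1-bound BODIPY-GDP fluorescence read at 480/540 nm; data normalized to 6.5 mM cAMP.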
TGFb SMAD3 inh = blocks TGF-b signaling; AID 588855; HepG2 CAGA-GFP TGF-b/SMAD3 reporter, GFP fluorescence, 18 h; TGF-beta stimulated, 500 pg/mL final; hit rate 1.2% among 410,000; Potency, µM (highest dose often 46.1 µM), for inactives: at the highest dose activity, negative = inhibition, usual class: inhibitors; also: potency is read from the fitted curve at half-maximal effect; % is scaled to controls: 0 for no effect and ±100 for the full control effect; nearly all actives have a fitted effect of over 65% in size
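HEPG2 CAGA-GFP, 1000 cells/well; 2 h settle, 37 C; cpd via pin tool; TGF-b 500 pg/mL final; 18 h, 37 C; GFP imaging ex488/em500-530; %Activity normalised to -TGF-b and +DMSO controls; CRC fit, curve class.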
A549 viability = kills or reduces viability of A549 cells in Nrf2 counter-screen; A549 ARE-Fluc cells, CellTiter-Fluor viability, 18-24 h; Potency, µM (series often up to 46 µM), without a hit: at the top dose activity change, negative = cytotoxicity, usual class: inhibitors; hit rate 0.16% among 390,000; AID 504648; also: potency is read from the fitted curve at half-maximal effect; % is scaled to controls: 0 for no effect and ±100 for the full control effect
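A549 ARE_Fluc cells in 5% FBS OPTI-MEM were exposed to compounds in concentration-response for 18-24 h at 37 deg C. Viability was read by CellTiter-Fluor fluorescence (Ex 405/Em 525) after 30 min, before the luciferase read.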
HepG2 tox = kills HepG2 cells in TGF-b inhibitor counter-screen. HepG2 CAGA-GFP viability, ATP luminescence, 18 h. Potency, µM (titrated, usually from 46.1 µM), for inactives: top-dose activity change, negative = cytotoxicity, most hits filed as cytotoxic. hit rate 0.76% among 410,000; also: potency is read from the fitted curve at half-maximal effect; some results filed as inactive show a strong effect at the top dose
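CellTiter-Glo luminescence gave cytotoxicity after 18 hours at 37 degrees C. The cells were HepG2 CAGA-GFP in 1% FBS DMEM, stimulated with 500 pg/mL TGF-beta after compound addition. %Activity was normalised to no-cell wells (complete cell-killing) and DMSO (no toxicity), and curves were fitted and classified.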
Nrf2 ARE act = activates Nrf2 signaling | AID 624171 | AREc32 ARE-luciferase reporter (MCF7-derived line), luminescence, 24 h | Potency, µM (doses to about 46.1 µM), inactives show top-dose activation, most hits filed as activators | hit rate 0.31% among 410,000; also: potency is read from the fitted curve at half-maximal effect; % of control where 0% means no effect; nearly all actives have a fitted effect of over 65% in size
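AREc32_Fluc, 1000 cells/well, OPTI-MEM + 5% FBS, o/n 37 deg C 5% CO2; 23 nL cpd by pin tool, 24 hr; Steady-Glo 30 min RT, luminescence.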
ATXN2 expr inh = inhibitors of ATXN2 expression | HEK-293 ATXN2-luciferase reporter, luminescence, 24 h | Potency, µM (series often up to 57 µM), inactives show at the highest dose activity change, negative = inhibition, most hits filed as inhibitors | hit rate 0.72% among 360,000; also: potency is read from the fitted curve at half-maximal effect; % is scaled to controls: 0 for no effect and ±100 for the full control effect; nearly all actives have a fitted effect of over 55% in size
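ATXN2-luciferase reporter cells (luciferase flanked by upstream and downstream ATXN2 gene portions) were treated 24 h at 37 °C with compounds at up to 57 uM. SteadyGlo luminescence gave expression; GF-AFC fluorescence gave viability.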
Nrf2 block = blocks Nrf2 signaling; A549 ARE-Fluc reporter, luciferase luminescence, 18-24 h; Potency, µM (doses to about 46 µM), without a hit: at the highest dose activity change, negative = inhibition, hits mostly inhibitors; hit rate 2.1% among 360,000; also: potency is read from the fitted curve at half-maximal effect; % is scaled to controls: 0 for no effect and ±100 for the full control effect; nearly all actives have a fitted effect of over 60% in size
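Quantitative HTS in A549 cells stably bearing an antioxidant response element-firefly luciferase construct. Inhibition of Nrf2-driven transcription was scored by luminescence after 18-24 h of compound exposure at 37 °C.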
An asterisk follows results filed as active; i = inactive; ? = inconclusive; / = not tested or not shown; [ ] = dose if it differs, or a comment. Unless noted, calls follow the shape of the dose curve; as a rule, active = well fitted curve in the direction sought with a large enough effect; inconclusive = small, poorly fitted or top-dose-only effect, or another doubt; inactive = no such curve, though single readings can be large; an effect the other way counts as inactive or inconclusive.

Structure	Nrf2 block	TGFb SMAD3 inh	S2 tox	IL-2 act	A549 viability	Nrf2 ARE act	HepG2 tox	EPAC2 agonist	ATXN2 expr inh
Cc1ccc(C(=O)OCC(=O)NCc2ccco2)cc1C	-0.7%	1.3%	/	1.0	1.7%	-0.7%	1.8%	1.3%	/
CN(C)S(=O)(=O)N1CCN(c2ccc([N+](=O)[O-])c(N3CCOCC3)c2)CC1	-13.7%	-12.3%	i	-0.1	-25.2%	2.1%	-33.2%	2.3%	-8.3%
O=C(NCCN1CCOCC1)c1ccccc1Oc1ccccc1	21.2%	-9.4%	i	1.1	3.3%	0.4%	-0.9%	2.9%	1.3%
CC(C)(C)NC(=O)C(c1cccs1)N(Cc1cccs1)C(=O)c1ccc(CN2CCOCC2)o1 (centres undefined)	-4.1%	1.2%	i	-3.4	-12.2%	-0.9%	5.8%	2.8%	-12.9%
CC1=CSC2=NC(=O)/C(=C/c3cccc(OC(=O)c4ccco4)c3)C(=N)N12	3.0%	-13.0%	i	-0.6	-0.8%	2.3%	-12.3%	1.0%	-0.1%
O=C(COC(=O)CNC(=O)c1ccccc1F)Nc1cccc(S(=O)(=O)N2CCCCCC2)c1	-3.9%	-1.6%	i	0.8	5.6%	-0.4%	-3.4%	8.2%	/
CCOc1ccccc1N1CC(C(=O)N2CCOCC2)CC1=O (centres undefined)	5.2%	-2.1%	i	-0.1	1.8%	-0.5%	-15.7%	6.6%	-6.1%
COc1cccc(C(=O)Nc2ccc(C(F)(F)F)n(C)c2=O)c1	?	4.4%	?	0.1	0.1%	10.4%	-2.1%	5.7%	20.3%
COc1ccccc1CNC(=O)c1cnc(N(C)C)nc1	/	-2.7%	i	/	2.2%	-0.7%	3.7%	/	8.6%
O=CNc1cc(-c2ccccc2Oc2ccccc2)cn2c(-c3ccc(F)cc3)cnc12	/	?	i	-0.8	/	-0.3%[9.22 µM]	-21.7%	13.0%	?
CCOC(=O)c1cc2c(=O)n3cccc(C)c3nc2n(Cc2ccco2)c1=NC(=O)c1cccnc1	-2.6%	17.2%	?	2.1	?	2.7%	-1.9%	2.4%	6.3%
COC(=O)c1ccc(CSc2nnc(Nc3cccc(OC)c3)s2)o1	?	?	i	2.8	-1.2%	0.3%	-16.9%	18.2%	2.3%
COc1ccc(-c2nnc(SCC(=O)Nc3ccc(C)c(C)c3)s2)cc1	/	1.1%	i	/	1.1%	0.5%	-16.6%	/	6.4%
COc1cc(NC(=O)C2CCCO2)c(OC)cc1NC(=O)c1ccccc1 (centres undefined)	/	-1.6%	i	0.4	-9.4%	2.2%	-11.0%	9.3%	9.9%
COc1ccc(C(=O)OCc2cc(=O)n3ccsc3n2)cc1F	?	-5.5%	i	0.6	2.1%	0.8%	3.0%	2.4%	33.2%
Cc1ccc(NS(=O)(=O)c2cccc(C(=O)N3CCCCC3)c2)cc1	-12.5%	0.0%	?	-4.1	-0.3%	-0.1%	-20.5%	8.0%	-1.5%
COc1ccccc1Nc1cc(C(=O)NCCCN(C)c2ccccc2)c2ccccc2n1	/	-23.9%	i	/	-1.1%	3.8%	-9.6%	/	3.8%
CCCCn1c(SCC(=O)c2c(N)n(C3CC3)c(=O)[nH]c2=O)nc2cc(S(N)(=O)=O)ccc21	4.7%	-3.9%	i	1.6	-1.6%	0.2%	6.0%	1.4%	-9.2%
COc1ccnc(Oc2ccc(F)cc2)c1C#N	18.6%	-3.1%	i	-0.4	-0.3%	2.6%	-15.9%	4.7%	17.3%
O=C(c1cccc(F)c1)N1CCC(O)(c2cccnc2)CC1	22.0%	?	i	-1.6	-3.5%	-0.6%	-2.5%	-5.2%	2.1%
O=C(NCc1nnnn1-c1ccccc1)c1ccc2ccccc2c1	/	2.8%	i	1.1	/	0.1%	0.0%	-1.2%	/
CCOC(=O)c1ccc(NC(=O)c2nc[nH]c2C(=O)N[C@H](C)CO)cc1	/	-1.5%	i	-0.4	/	4.2%	-2.9%	-5.8%	5.3%
CCn1c(SCc2ccc(F)cc2)nc2ccccc2c1=O	-26.8%	-1.7%	i	-2.4	12.5%	2.0%	-10.4%	2.9%	-17.4%
Cc1cc(C)c2c(N)c(C(=O)c3ccc(Cl)cc3)sc2n1	-19.0%	-15.1%	i	11.4	-12.2%	11.4%	-35.3%	-13.3%	7.9%
CCc1nc2ccccc2c(C(=O)OCc2nc3ccccc3c(=O)[nH]2)c1C	?	2.4%	i	-0.2	-18.6%	2.1%	9.0%	-12.1%	-24.9%
O=S(=O)(NCC1CCCO1)c1ccc(Br)s1 (centres undefined)	6.0%	-7.0%	i	0.1	-2.3%	-0.8%	-4.9%	-0.4%	2.2%
Cc1cc(=O)oc2cc(NC(=O)c3ccnn3C)ccc12	5.5%	-21.0%	i	-1.4	0.2%	0.1%	-8.1%	4.3%	28.2%
NC(=O)NCc1cccs1	3.6%	-0.2%	i	-2.2	0.5%	-0.3%	-39.2%	6.9%	1.8%
CCOc1ccc(C(=O)CN2CCN(S(=O)(=O)c3ccc(OC)cc3)CC2)cc1	/	?	i	2.3	5.8%	2.3%	-15.6%	-2.7%	-5.5%
Cc1ccc(-n2cc[nH]c2=S)c(C)c1	4.7%	100.6%[activator]	i	4.3	2.0%	-0.8%	28.4%	5.4%	1.5%[11.3 µM]
CCC(C)Sc1oc(-c2ccco2)nc1S(=O)(=O)c1ccc(Cl)cc1 (centres undefined)	3.5%[9.27 µM]	-24.9%	i	/	13.5%	0.0%	-27.7%	/	-12.6%
COc1ccccc1NC(=O)CN(Cc1ccco1)C(=O)c1ccc(=O)[nH]c1	-5.1%	2.0%	i	-5.1	0.8%	0.1%	6.8%	5.5%	2.9%
CCN(C[C@H]1N[C@@](Cc2ccccc2)(C(=O)OC)[C@H]2C(=O)N(Cc3ccccc3)C(=O)[C@@H]12)C(=O)NC(C)C	4.3%	-17.1%	i	0.8	-10.2%	0.9%	-10.4%	-3.2%	2.5%
CCOCCc1nnc(NC(=O)CN2C(=O)c3ccccc3C2=O)s1	-28.9%	1.5%	i	-0.5	21.7%	0.0%	-12.4%	10.3%	-5.4%
CCc1cccc(NS(=O)(=O)c2ccc3c(c2)oc(=O)n3C)c1	?	-11.2%	i	0.0	2.2%	0.0%	1.1%	-2.2%	-11.8%
O=C(O)COc1ccccc1/C=C1\SC(=S)N(NC(=O)c2ccccc2O)C1=O	12.7%	-33.1%	i	-0.5	-19.4%	-0.7%	-0.2%	2.5%	15.8%
CCC(=O)c1ccc(OCC(=O)O)cc1	-14.6%	-2.7%	i	-0.1	-4.0%	-0.7%	6.9%	-3.4%	-1.1%
CC(=O)c1cccc(NC(=O)c2c(C)nn(-c3ccc(F)cc3)c2-n2cccc2)c1	?	0.3%	i	/	0.0%	-0.6%	-3.4%	/	-6.9%
CNc1nc(NCc2ccccc2)nc(N)c1[N+](=O)[O-]	-1.2%	14.8%	i	-0.1	0.5%	8.9%	-9.1%	-4.5%	/
CC1CCN(C(=O)c2[nH]cnc2C(=O)NCC(=O)OCc2ccccc2)CC1	2.0%	6.1%	i	2.5	-8.4%	0.2%	1.9%	5.2%	6.4%
CSc1ccc(CCNC(=O)c2c(C)nn(-c3ccc(F)cc3)c2-n2cccc2)cc1	-7.7%	?	?	/	-9.1%	-3.2%	-18.3%	/	?
Brc1ccc(-c2cn3ccccc3n2)s1	?	?	i	1.3	-1.4%	24.5%	-23.1%	-10.7%	19.1%
CCOC(=O)c1ccc(NC(=O)NC2=NCCS2)cc1	/	-6.6%	i	-0.7	/	2.9%	-17.6%	5.9%	/
CC(C)(C)C1CCC2(CC1)C(C#N)=C(SCC(=O)NC1CCCCC1)NC(=O)C2C#N (centres undefined)	?	?	i	-2.2	-12.0%	-0.1%	-30.9%	-10.2%	-12.9%
COc1ccc(-c2cn[nH]c2-c2ccc(OC)cc2)cc1	-22.4%	?	i	0.8	-4.3%	-0.3%	-39.2%	16.8%	19.2%
COc1ccc(NC(=O)COC(=O)c2ccc(O)cc2)c([N+](=O)[O-])c1	-31.3%	-13.8%	i	-0.6	3.0%	0.3%	-12.0%	18.0%	-15.1%
CC1=NN(C(C#N)c2ccccc2C)C(c2ccccc2)C1 (centres undefined)	-7.8%	-10.5%	i	-0.5	5.4%	-0.8%	0.8%	16.7%	-0.7%
Cc1occc1-c1nnc(SCC(=O)NC2CCCC2)n1-c1ccccc1	?	-15.3%	i	-3.1	9.4%	-0.5%	-30.2%	-2.5%	1.3%
CCCCNC(=O)c1ccccc1SCC(=O)NC1CCCCCCC1	-18.2%	-0.1%	i	-0.2	-2.7%	-0.3%	-1.4%	7.2%	6.3%
O=C(CC1Sc2ccccc2NC1=O)NNc1cccc(Cl)c1Cl (centres undefined)	?	-6.1%	i	-4.8	1.3%	0.5%	-18.4%	0.1%	?
O=C(/C=C/[C@H]1O[C@@H](n2cnc3c(NC(=O)c4ccccc4)ncnc32)[C@H](O)[C@@H]1O)NCCc1c[nH]c2ccccc12	/	-9.7%	i	-0.4	/	0.3%	-7.6%	3.3%	7.9%
